Compound activity from PubChem BioAssay.
CRFBP-R2 block = antagonists of CRF-BP/CRF-R2 complex, primary screen, cell-based, HEK293, calcium dye fluorescence, uHTS; CRF-induced calcium fluorescence; inhibition, % at 11.8 µM; actives 0.59% (n = 350,000); AID 588475, 2011;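 active = inhibition of the ligand-induced calcium signal above about 50% at the single tested concentration, limit read from the data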
M4 antag = human M4 muscarinic receptor antagonists, primary screen, CHO cells, Fluo-8 calcium fluorescence. AID 624125, 2012. actives 0.73% (n = 360,000). inhibition, % at 3 µM. CHO-hM4 cells, ACh EC80. Muscarinic acetylcholine receptor M4 (Homo sapiens), P08173;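 active = inhibition above its plate's cutoff, the mean inhibition of sample wells plus 3 SD, cut at about 27% in these data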;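 note: 0% = acetylcholine EC80 with DMSO and 100% = DMSO without agonist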
Target sequence (P08173 whole entry, looked up): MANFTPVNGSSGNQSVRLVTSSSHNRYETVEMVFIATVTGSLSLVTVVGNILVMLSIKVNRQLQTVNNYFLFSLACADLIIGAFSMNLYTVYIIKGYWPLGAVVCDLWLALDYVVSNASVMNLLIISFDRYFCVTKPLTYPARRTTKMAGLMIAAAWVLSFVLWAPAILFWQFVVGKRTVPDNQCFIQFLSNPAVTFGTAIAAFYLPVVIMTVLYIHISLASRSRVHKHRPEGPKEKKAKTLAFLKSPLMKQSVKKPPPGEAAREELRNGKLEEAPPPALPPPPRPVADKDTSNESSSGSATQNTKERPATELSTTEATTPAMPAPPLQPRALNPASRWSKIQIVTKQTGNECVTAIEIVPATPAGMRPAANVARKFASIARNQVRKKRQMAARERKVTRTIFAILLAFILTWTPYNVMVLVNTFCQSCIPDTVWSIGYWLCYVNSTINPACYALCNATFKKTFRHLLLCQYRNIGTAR
M5 antag = human M5 muscarinic receptor antagonists, primary screen, CHO cells, Fluo-8 calcium fluorescence; actives 0.59% (n = 360,000); CHO-hM5 cells, ACh EC80; inhibition, % at 3 µM; AID 624040, 2012;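 active = inhibition above a per-plate cutoff, the mean of that plate's test compounds plus 3 SD, cut at about 27% in these data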;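 note: 0% = acetylcholine EC80 with DMSO and 100% = DMSO without agonist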
Target sequence (P08912 whole entry, looked up): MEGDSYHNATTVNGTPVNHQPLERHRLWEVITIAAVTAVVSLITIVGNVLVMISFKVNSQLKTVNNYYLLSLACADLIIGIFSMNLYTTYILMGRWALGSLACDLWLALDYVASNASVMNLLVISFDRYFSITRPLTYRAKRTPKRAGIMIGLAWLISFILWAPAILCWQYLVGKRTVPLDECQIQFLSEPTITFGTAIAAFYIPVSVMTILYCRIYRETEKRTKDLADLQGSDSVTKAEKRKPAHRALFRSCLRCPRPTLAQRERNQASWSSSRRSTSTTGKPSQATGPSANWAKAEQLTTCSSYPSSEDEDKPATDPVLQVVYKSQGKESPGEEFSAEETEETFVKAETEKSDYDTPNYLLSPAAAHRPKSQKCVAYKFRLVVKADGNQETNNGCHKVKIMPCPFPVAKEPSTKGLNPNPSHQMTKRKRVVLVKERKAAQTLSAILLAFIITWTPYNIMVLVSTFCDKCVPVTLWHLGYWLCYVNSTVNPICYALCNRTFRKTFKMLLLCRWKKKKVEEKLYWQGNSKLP
CHRM5 agonist = human M5 muscarinic receptor agonists, primary screen, CHO-K1 cells, Fluo-8 calcium fluorescence; CHO-K1 hM5 cells; 0% DMSO wells, 100% maximal acetylcholine response; activation, % at 3 µM; actives 0.19% (n = 360,000);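 active = activation above the run's mean over test compounds plus 3 SD, cut at about 23% in these data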;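 note: signal is peak over basal fluorescence ratio across the kinetic read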
CHRM4 PAM = human M4 muscarinic receptor positive allosteric modulators, primary screen, CHO-K1 cells, Fluo-8 calcium fluorescence; activation, % at 3 µM; actives 0.4% (n = 360,000); CHO-K1 hM4/Gqi5, ACh EC20; 0% = ACh EC20, 100% = maximal ACh; Muscarinic acetylcholine receptor M4 (Homo sapiens), P08173;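 active = activation above its plate's cutoff, the mean activation of sample wells plus 3 SD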; note: some results filed as inactive read as strong as hits
CHRM4 agonist = human M4 muscarinic receptor agonists, primary screen, CHO-K1 cells, Fluo-8 calcium fluorescence; actives 0.14% (n = 360,000); activation, % at 3 µM; CHO-K1 hM4/Gqi5; vehicle 0%, full acetylcholine response 100%;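 active = activation above the run mean over all test wells plus 3 SD, cut at about 32% in these data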;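 note: peak over basal fluorescence ratio per well then scaled between controls; 0% = DMSO wells and 100% = acetylcholine at EC100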
M1 PAM = human M1 muscarinic receptor positive allosteric modulators, primary screen, CHO-K1 cells, Fluo-8 calcium fluorescence, 1536-well. Muscarinic acetylcholine receptor M1 (Homo sapiens), P11229. CHO-K1 hM1, ACh EC20; 0% = ACh EC20, 100% = maximal ACh. activation, % at 3 µM. actives 0.088% (n = 360,000); in the data active = activation above about 19%, passing the limit was not always enough
CRFBP-R2 agonist = agonists of CRF-BP/CRF-R2 complex, primary screen, cell-based, HEK293, calcium dye fluorescence, uHTS; calcium dye fluorescence (FLIPR); percent of saturating CRF peptide response; activation, % at 13.2 µM; actives 0.46% (n = 350,000); AID 588473, 2011;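 active = activation of at least 50%, plus an integration ratio under a set limit after plate pattern correction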;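 note: plate controls were neutral control wells without compound for no effect and CRF at EC100 for full effect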
M5 PAM = human M5 muscarinic receptor positive allosteric modulators, primary screen, CHO-K1 cells, Fluo-8 calcium fluorescence; Muscarinic acetylcholine receptor M5 (Homo sapiens), P08912; activation, % at 3 µM; actives 0.3% (n = 360,000); CHO-K1 hM5, ACh EC20 PAM; 0% = ACh EC20, 100% = ACh EC100;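 active = activation above the run cutoff, the mean activation of all test compounds plus 3 SD, cut at about 18% in these data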
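Assay system: CHO-K1 hM5 cells. Also added: acetylcholine at EC20 concentration, added after compound. Dosing: 3 µM, single dose. Times: compound preincubation 140 s before EC20 acetylcholine addition. Signal: Fluo-8 calcium fluorescence. Measure: % activation relative to EC20 and EC100 ACh responses. Repeats: singlicate, one well per test compound.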
* = called active by the depositor; / = no result given.

SMILES	CRFBP-R2 block	M4 antag	M5 antag	CHRM5 agonist	CHRM4 PAM	CHRM4 agonist	M1 PAM	CRFBP-R2 agonist	M5 PAM
O=c1[nH]cnc(O)c1N=Nc1ccccc1	2	-7	11	-4	0	1	-4	0.0	1
CCCN1CCC(=O)N([C@H](CO)CC(C)C)CC1	6	-6	3	-7	1	0	-15	0.1	6
Cc1occc1-c1nnc(SCC(=O)NCc2cccs2)n1-c1ccc(F)cc1	-12	-3	2	-10	-1	0	5	-0.7	-3
Cc1nc(N2CCCCC2)c2c(C)c(C(=O)Nc3cccc(C(F)(F)F)c3)sc2n1	-30	1	-7	0	-2	0	-15	0.8	6
COCc1nc2ccccc2n1Cc1ccccc1Br	12	-3	5	-1	10	-1	4	-1.1	-5
COc1ccc(C2C(C#N)=C(N)Oc3cc(C)n(Cc4ccco4)c(=O)c32)cc1 (stereo unspecified)	24	-3	12	3	8	2	9	18	-12
Cc1ccc(N(C(=O)Cc2c[nH]c3ccccc23)C(C(=O)NC2CCCCC2)c2ccco2)cc1 (stereo unspecified)	-5	0	8	-1	3	1	9	0.6	-7
COc1ccc(CC(=O)NCC2CCCN(Cc3ccc(OC(F)(F)F)cc3)C2)cc1 (stereo unspecified)	10	-1	-10	-1	-3	4	1	0.2	-1
CN(C)Cc1nnnn1-c1ccccc1	-23	-3	13	1	3	0	17	19	0
Cn1cccc1/C=N/NC(=O)c1cc(-c2cccs2)nc2ccccc12	-29	-13	5	0	-1	4	-1	-0.5	3
CN1C(=O)c2ccc(C(=O)NCc3ccco3)cc2C1=O	2	0	1	-3	6	1	8	0.5	-2
Cc1cc(C(=O)NCc2ccc(S(N)(=O)=O)cc2)cs1	-6	11	6	-1	2	1	8	0.9	-2
Cc1c(NC(=S)N/N=C/c2cccc(O)c2)c(=O)n(-c2ccccc2)n1C	3	-9	6	2	8	1	7	0.3	-3
CCOC(=O)c1ccccc1NC(=O)CSc1nc(N)cc(N)n1	-7	-8	0	0	9	0	7	0.6	12
CCOC(=O)CNC(=O)Nc1nnc(-c2ccc(OCC)cc2)o1	3	1	-1	1	0	0	6	-1.5	1
COc1cccc(CNC(=O)c2ccc(S(=O)(=O)N3CCOCC3)cc2)c1	24	-5	7	0	-3	5	9	0.4	-4
O=C(CSc1nnc(C2CC2)n1C1CC1)c1ccc(F)cc1	11	-8	0	1	6	1	7	-0.8	8
Cc1ccc(CNC(=O)C2CCC(CNc3c(N4CCOCC4)c(=O)c3=O)CC2)cc1 (stereo unspecified)	14	-8	3	0	3	0	3	0.3	-1
CCCC(=O)Nc1ccc(NC(=S)NC(=O)c2cccs2)cc1	7	-13	-10	3	5	4	11	0.3	4
COc1ccc(C(=O)Nc2cccc(C(C)=O)c2)c(OC)c1OC	-4	0	2	-4	3	4	-7	-0.1	-16
Cc1ccc(-n2c(SCC(=O)N/N=C/c3c(C)nn(-c4ccccc4)c3C)nc3ccccc3c2=O)cc1	32	4	-1	1	0	0	4	1.0	-3
O=C(Cn1cc2c(n1)CCCC2)NCCCN1CCN(Cc2ccccc2)CC1	19	-18	-3	-4	-6	2	6	-1.4	-8
COC(=O)c1ccc(NC(=O)c2cccc(C)c2)cc1	-1	6	15	-4	-4	0	0	-0.5	-1
COc1cccc(NC(=S)NC(C)c2ccc(OC)c(OC)c2)c1 (stereo unspecified)	0	-1	-13	0	-4	2	1	-1.3	-1
NS(=O)(=O)c1cccc(NC(=O)COC(=O)/C=C/c2ccco2)c1	2	-11	5	0	14	0	3	0.0	3
Cc1occc1C(=O)Nc1cccc([N+](=O)[O-])c1	3	-6	11	-4	1	1	5	-1.4	-6
Cc1ccc(-c2nn3c(C)nnc3c3ccccc23)cc1S(=O)(=O)NCCN1CCOCC1	13	-3	-1	0	2	4	1	0.5	-3
OCCOCCn1c(C2CCCN2c2nc(-c3ccc(F)cc3)cs2)nc2cc(Cl)c(Cl)cc21 (stereo unspecified)	-5	-3	21	3	6	2	0	-1.9	-5
CSCCC(NC(=O)c1ccccc1Cl)C(=O)N1CCCCCCC1 (stereo unspecified)	-4	-9	-9	0	1	1	0	0.1	-2
CCN(CC)S(=O)(=O)c1ccc(NC(=O)CC(NC(C)=O)c2ccccc2)cc1 (stereo unspecified)	-9	-9	-7	-3	4	1	3	0.3	5
C[C@H](CO)N1C[C@H](C)[C@@H](CN(C)S(=O)(=O)c2ccc(F)cc2)Oc2c(NC(=O)c3ccncc3)cccc2C1=O	5	7	12	0	4	0	-5	-2.5	1
COc1ccccc1CNC(=O)COC(=O)c1cc(S(=O)(=O)N2CCOCC2)ccc1Cl	-1	-13	-2	1	8	5	10	2.1	-7
O=c1c2ccccc2n2c(-c3cccc(F)c3)nnc2n1Cc1ccccc1	-5	1	9	-1	21*	1	6	0.7	-3
Cc1ccc(-n2nc(-c3ccc(N)cc3)cc2N)cc1	-1	-10	-4	-3	-1	0	2	-1.2	0
CC(=O)c1ccc(OCC(=O)N2CCCC2c2ccc3c(c2)OCCCO3)cc1 (stereo unspecified)	4	-9	7	-7	-4	5	-3	1.0	7
CCN1CCN(c2c(Cl)cccc2NC(=O)c2ccco2)CC1	-9	13	1	-10	-13	0	-3	0.1	-6
CC(C)C(=O)N1CCN(c2ccc(NC(=O)c3ccc4c(c3)OCCO4)cc2)CC1	-1	-2	18	-1	-2	3	3	-0.8	-2
O=C1C(=O)N(CCN2CCOCC2)C(c2ccc(Cl)c(Cl)c2)/C1=C(/O)c1ccc2c(c1)OCO2 (stereo unspecified)	-9	1	-2	-1	13	0	14	-1.5	2
Cc1noc(C)c1C(=O)N(C)CC(=O)Nc1ccc(F)c(F)c1F	10	10	5	2	2	0	7	0.8	-1
CCc1nc(N)nc(N)c1-c1ccc(NCCN)c([N+](=O)[O-])c1	9	0	11	-2	-3	0	6	-2.9	0

The final three compounds of the section above come first, to join the parts.
SMILES	CRFBP-R2 block	M4 antag	M5 antag	CHRM5 agonist	CHRM4 PAM	CHRM4 agonist	M1 PAM	CRFBP-R2 agonist	M5 PAM
O=C1C(=O)N(CCN2CCOCC2)C(c2ccc(Cl)c(Cl)c2)/C1=C(/O)c1ccc2c(c1)OCO2 (stereo unspecified)	-9	1	-2	-1	13	0	14	-1.5	2
Cc1noc(C)c1C(=O)N(C)CC(=O)Nc1ccc(F)c(F)c1F	10	10	5	2	2	0	7	0.8	-1
CCc1nc(N)nc(N)c1-c1ccc(NCCN)c([N+](=O)[O-])c1	9	0	11	-2	-3	0	6	-2.9	0
Cc1cc(C)n2nc(SC(C)C(=O)Nc3ccccc3F)nc2n1 (stereo unspecified)	8	-12	8	2	9	1	15	-1.7	-3
CCCc1cc(C(N)=O)c(NC(C)=O)s1	-13	-2	-3	-3	0	0	4	0.2	-6
CCOC(=O)N1CCN(C(=O)c2c(Cl)cnn2C)CC1	3	-3	1	-2	9	1	5	-1.6	7
CC(=O)Nc1ccc(-c2nn[nH]n2)cc1	16	-1	10	-2	2	1	11	-1.0	-3
CC(=O)c1ccc(OCC(=O)N2CCN(S(=O)(=O)c3ccc(Br)s3)CC2)cc1	1	-3	-4	-8	-6	6	-4	0.6	-13
CC1(C)Cc2c(cnn2-c2ccc(F)cc2)C(NC(=O)C2CCC2)C1 (stereo unspecified)	-5	-15	5	-4	3	1	16	-1.0	3
COc1ccc2nc(C(C)O)[nH]c2c1 (stereo unspecified)	2	-4	-8	3	5	1	10	-1.7	1
Cc1ccc(OCC(O)CN2CCOCC2)cc1C (stereo unspecified)	-1	4	4	2	0	1	10	0.6	0
Nc1ccccc1NC(=O)c1ccccc1N	6	-8	-2	-10	5	1	8	1.3	9
Cc1ccc(S(=O)(=O)NN2C(=O)/C(=C/c3cccs3)SC2=S)cc1	5	0	17	-1	5	4	12	1.4	-13
Cc1ccc(-n2c(Cc3cccn3C)nnc2SCC(=O)NCc2ccc3c(c2)OCO3)cc1	-11	5	-7	2	6	2	0	-0.3	-1
CC(=O)Nc1ccc(CN(C)c2c(C)nc3ccc(C(=O)NC4CCN(Cc5ccccc5)CC4)cn23)cc1	/	0	-5	-3	0	1	-2	/	3
Nc1cc2[nH]c(=O)c3ccccc3c2cc1[N+](=O)[O-]	3	-10	11	1	5	5	13	-2.1	3
COc1cc(OC)nc(Nc2nc(C(N)c3ccccc3Cl)cs2)n1 (stereo unspecified)	/	-11	-3	5	-3	11	0	/	0
CC(=O)NC1C(=O)N=C(SCC(=O)Nc2ccc(C(F)(F)F)cc2Cl)NC1=O (stereo unspecified)	10	5	2	3	1	1	7	-0.7	9
Fc1c(F)c(C(F)(F)F)c(F)c(F)c1N/N=C\c1cccs1	-46	21	1	2	-12	30	-12	9.6	-9
Cc1nc2ccc(NC(=O)c3oc4ccc(F)cc4c3C)cc2s1	-6	-3	-8	6	15	1	14	-0.7	8
COc1cccc(/C=C/C(=O)OCC(=O)NCCCc2ccccc2)c1OC	-17	-3	7	3	-2	0	-2	-0.1	6
COC(=O)c1cc(S(=O)(=O)N2CCCCC2)ccc1N1CCOCC1	-1	4	4	3	1	1	3	-0.1	6
CCOC(=O)c1c(S(=O)(=O)NCc2ccc(C)o2)c(C)n(C)c1C	6	-7	-13	-5	6	0	6	-2.1	5

Three entries out of the list above, arranged by the value under CRFBP-R2 agonist, descending:
SMILES,CRFBP-R2 agonist
COc1cccc(/C=C/C(=O)OCC(=O)NCCCc2ccccc2)c1OC,-0.1
Cc1ccc(-n2c(Cc3cccn3C)nnc2SCC(=O)NCc2ccc3c(c2)OCO3)cc1,-0.3
Nc1cc2[nH]c(=O)c3ccccc3c2cc1[N+](=O)[O-],-2.1

The list goes on:
SMILES	CRFBP-R2 block	M4 antag	M5 antag	CHRM5 agonist	CHRM4 PAM	CHRM4 agonist	M1 PAM	CRFBP-R2 agonist	M5 PAM
CC1=C(C(=O)OCCC#N)C(c2cc3c(cc2Br)OCO3)NC(=O)N1 (stereo unspecified)	7	-10	-9	0	3	1	2	7.7	8
C/C(CC1(O)C(=O)N(C)c2ccccc21)=N\O (stereo unspecified)	-11	0	0	1	-7	-1	2	0.1	2
COC(=O)c1cc(S(=O)(=O)NC2CCCCC2)cn1C	24	-20	-7	-1	13	4	5	-0.6	1
C=CCNC(=O)NC(=O)COC(=O)CC(NC(N)=O)c1ccc(Cl)cc1 (stereo unspecified)	17	-18	-4	-2	2	1	4	4.0	-1
O=C(OCc1ccc([N+](=O)[O-])cc1Cl)c1cnccn1	9	7	1	4	-1	0	11	-1.0	12
CC(C)Cn1cc(C(=O)N2CCN(c3ccccn3)CC2)c2c3ccccc3n(C)c2c1=O	2	10	11	4	-9	13	-4	-0.5	-10
Cc1cc(SCC#N)nc2ccccc12	11	-5	9	0	-4	0	-1	-1.4	1
CC(=O)Nc1ccc(S(=O)(=O)NCCC(=O)Nc2ccc(C)cn2)cc1	-5	3	-2	-2	-2	0	9	0.0	1
c1ccc2oc(SCc3cn4ccsc4n3)nc2c1	7	38*	7	-13	-17	0	-10	-1.3	-6
